# Source: PubChem BioAssay
# Pin1 inh – qHTS Assay to Find Inhibitors of Pin1; AID 504891, 2011; Potency, µM (highest dose often 115 µM), for inactives: at the top dose activity, negative = inhibition, usual class: inhibitors; Pin1 FP peptide displacement, HiFluor488, 10 min; 0.009% of 390,000 active; Peptidyl-prolyl cis-trans isomerase NIMA-interacting 1 (Homo sapiens), Q13526; active means well fitted inhibition curve with a large enough effect in the polarisation, with a control signal flat, not every such curve was filed as active; inconclusive means small, poorly fitted or top-dose-only effect, or effect the other way, or a change in a side signal; inactive means no such curve, though single readings can be large or run the other way; the % refers to the polarisation; further: potency means the concentration at half of the fitted maximal effect; on the % scale 0 is the no-effect control and ±100 the full control effect
# Tb PGK inh – qHTS Assay to Find Inhibitors of Phosphoglycerate Kinase; 0.043% of 380,000 active; Phosphoglycerate kinase, glycosomal (Trypanosoma brucei brucei), P07378; PGK/GAPDH coupled, Kinase-Glo luminescence, 60 min; Potency, µM (titrated, usually from 57.5 µM), for inactives: at the top dose activity change, negative = inhibition, actives largely listed as inhibitors; further: potency means the concentration at half of the fitted maximal effect; on the % scale 0 is the no-effect control and ±100 the full control effect; nearly all actives have a fitted effect of over 60% in size
#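 Recombinant glycosomal PGK reaction used 1,3-bisphosphoglycerate generated in-well by GAPDH (100nM final) in 100mM TEA pH 7.6, 5mM MgCl2, 0.01% Tween-20. After 60 minutes at room temperature, ATP was read by Kinase-Glo Plus luminescence end-point.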
# GLS inhibitor – qHTS for Inhibitors of Glutaminase (GLS) | Glutaminase kidney isoform, mitochondrial (Homo sapiens), O94925 | GLS enzymatic activity, qHTS titration | Potency, µM (titrated, usually from 45.5 µM), for the others: at the highest dose activity change, negative = inhibition, most hits filed as inhibitors | 0.21% of 410,000 active | AID 624170, 2012; further: potency means the concentration at half of the fitted maximal effect; on the % scale 0 is the no-effect control and ±100 the full control effect
#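 Read-out is an Amplex red fluorescence increase coupled through glutamate oxidase and HRP, measured before and after 30 min room-temperature incubation. hKGA is in 45 mM KH2PO4 (pH 8.2) with 0.02% Tween-20; glutamine added as 1mM solution.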
# POLH inh – qHTS for Inhibitors of Polymerase Eta; DNA polymerase eta (Homo sapiens), Q9Y253; recombinant Pol eta, fluorescent DNA replication assay; Potency, µM (series often up to 114 µM), without a hit: at the top dose activity change, negative = inhibition, actives largely listed as inhibitors; 1.2% of 390,000 active; AID 588591, 2011; further: potency means the concentration at half of the fitted maximal effect; on the % scale 0 is the no-effect control and ±100 the full control effect
#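 Pol eta (10 nM) was preincubated with compounds for 15 min at room temperature, after which fluorescent replication substrate (50 nM final) was added to start the reaction. Fluorescence was read kinetically at 0 and 10 min.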
# BAZ2B inh – qHTS Assay for Inhibitors of BAZ2B; 4.4% of 360,000 active; Bromodomain adjacent to zinc finger domain protein 2B (Homo sapiens), Q9UIF8; AlphaScreen BAZ2B-H3K14Ac peptide displacement; Potency, µM (top dose mostly 114 µM), inactives show at the top dose activity change, negative = inhibition, hits mostly inhibitors; further: potency means the concentration at half of the fitted maximal effect; on the % scale 0 is the no-effect control and ±100 the full control effect; nearly all actives have a fitted effect of over 60% in size
# Target sequence (Q9UIF8 whole entry, looked up, the tested form may be a part): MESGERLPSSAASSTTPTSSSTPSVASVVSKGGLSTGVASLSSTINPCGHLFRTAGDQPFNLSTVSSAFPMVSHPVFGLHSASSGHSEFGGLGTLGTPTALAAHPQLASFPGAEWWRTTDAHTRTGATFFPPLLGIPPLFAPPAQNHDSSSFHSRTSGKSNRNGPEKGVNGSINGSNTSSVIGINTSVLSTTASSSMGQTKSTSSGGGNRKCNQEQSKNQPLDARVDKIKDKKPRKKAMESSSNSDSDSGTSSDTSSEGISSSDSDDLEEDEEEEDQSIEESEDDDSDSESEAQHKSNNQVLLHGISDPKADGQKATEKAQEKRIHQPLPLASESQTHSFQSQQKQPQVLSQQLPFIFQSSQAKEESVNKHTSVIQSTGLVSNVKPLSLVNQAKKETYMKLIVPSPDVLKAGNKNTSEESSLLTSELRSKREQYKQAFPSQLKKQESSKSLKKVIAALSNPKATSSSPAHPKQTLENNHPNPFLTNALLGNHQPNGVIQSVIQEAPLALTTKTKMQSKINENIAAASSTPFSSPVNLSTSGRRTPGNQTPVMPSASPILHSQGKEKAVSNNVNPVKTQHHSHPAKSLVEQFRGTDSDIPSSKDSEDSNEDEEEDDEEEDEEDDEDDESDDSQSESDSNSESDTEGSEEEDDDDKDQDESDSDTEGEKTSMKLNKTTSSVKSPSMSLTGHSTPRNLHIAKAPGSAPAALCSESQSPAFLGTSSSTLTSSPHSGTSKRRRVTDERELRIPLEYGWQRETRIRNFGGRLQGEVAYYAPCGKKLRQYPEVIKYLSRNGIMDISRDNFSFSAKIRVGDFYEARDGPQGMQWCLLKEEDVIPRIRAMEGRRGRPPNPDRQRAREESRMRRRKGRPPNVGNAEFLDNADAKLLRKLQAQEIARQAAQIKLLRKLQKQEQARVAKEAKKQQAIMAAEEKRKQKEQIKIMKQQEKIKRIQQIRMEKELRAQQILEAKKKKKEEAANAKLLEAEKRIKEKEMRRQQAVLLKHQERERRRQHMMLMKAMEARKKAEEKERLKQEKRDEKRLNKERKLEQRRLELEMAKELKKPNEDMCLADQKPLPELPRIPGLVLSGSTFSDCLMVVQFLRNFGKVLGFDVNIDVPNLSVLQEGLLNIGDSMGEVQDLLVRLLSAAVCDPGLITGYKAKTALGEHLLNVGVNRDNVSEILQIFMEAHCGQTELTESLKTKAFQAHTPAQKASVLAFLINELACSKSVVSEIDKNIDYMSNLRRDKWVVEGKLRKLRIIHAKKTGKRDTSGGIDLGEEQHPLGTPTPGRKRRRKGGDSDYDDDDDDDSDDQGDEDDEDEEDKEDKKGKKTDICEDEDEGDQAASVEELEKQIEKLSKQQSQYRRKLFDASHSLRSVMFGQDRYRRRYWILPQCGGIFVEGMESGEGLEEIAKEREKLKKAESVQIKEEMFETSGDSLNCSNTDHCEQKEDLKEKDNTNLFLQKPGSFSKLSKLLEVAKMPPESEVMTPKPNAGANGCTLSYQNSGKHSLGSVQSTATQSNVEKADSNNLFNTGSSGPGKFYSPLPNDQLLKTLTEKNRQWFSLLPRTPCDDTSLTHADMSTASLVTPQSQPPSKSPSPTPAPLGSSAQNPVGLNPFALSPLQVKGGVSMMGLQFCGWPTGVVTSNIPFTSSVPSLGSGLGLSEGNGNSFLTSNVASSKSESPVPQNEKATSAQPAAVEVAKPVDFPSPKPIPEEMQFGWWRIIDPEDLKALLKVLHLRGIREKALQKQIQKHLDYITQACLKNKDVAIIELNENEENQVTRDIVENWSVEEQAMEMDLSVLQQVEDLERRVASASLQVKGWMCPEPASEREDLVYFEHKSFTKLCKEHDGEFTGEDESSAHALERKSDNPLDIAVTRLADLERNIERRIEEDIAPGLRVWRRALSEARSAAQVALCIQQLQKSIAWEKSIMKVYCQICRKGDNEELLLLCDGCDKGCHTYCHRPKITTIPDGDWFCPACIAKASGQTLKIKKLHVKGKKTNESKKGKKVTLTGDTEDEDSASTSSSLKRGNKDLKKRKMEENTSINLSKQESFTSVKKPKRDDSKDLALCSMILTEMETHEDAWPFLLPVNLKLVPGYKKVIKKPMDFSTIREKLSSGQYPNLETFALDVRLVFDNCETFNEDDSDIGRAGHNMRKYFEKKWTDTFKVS
#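 Inhibition is scored as reduced AlphaScreen emission. The BAZ2B/b-H3(5-23)K14Ac complex (50 nM each) in PBS pH 7.4, 0.01% Tween-20 meets compound (up to 110 uM) for 30 min at RT before bead addition.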
# G9a block – qHTS Assay for Inhibitors of Histone Lysine Methyltransferase G9a | Histone-lysine N-methyltransferase EHMT2 (Homo sapiens), Q96KQ7 | G9a H3K9 monomethylation, AlphaScreen, 2 h | Potency, µM (highest dose often 102 µM), inactives show at the highest dose activity, negative = inhibition, most hits filed as inhibitors | 8.8% of 350,000 active | AID 504332, 2011; further: potency means the concentration at half of the fitted maximal effect; on the % scale 0 is the no-effect control and ±100 the full control effect; nearly all actives have a fitted effect of over 75% in size
#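 G9a (20 nM) was preincubated 15 min with compound, then reacted 2 h at room temperature with 500 nM biotin-H3K9 peptide and 20 µM SAM. Monomethyl-H3K9 detected by AlphaScreen using anti-H3K9me1 antibody.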
# PI4K2A inh – qHTS for small molecular inhibitors of PI4K2A | purified PI4K2A, ADP-Glo luminescence, 1 h; hits give low values | activity change, negative = inhibition, % at 76.9 µM | 0.13% of 420,000 active; in the data active means activity change below about -50%; inconclusive means mostly about -30% to -49%;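 further: -100% = wells without enzyme as full effect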
#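 Compounds are screened against recombinant PI4K2A using PI as substrate and ATP, the latter dispensed at 300 microM. Reactions run one hour at ambient temperature before ADP-Glo detection; full inhibition defined by wells lacking enzyme.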
# HP1b binding inh – HTS for Inhibitors of HP1-beta Chromodomain Interactions with Methylated Histone Tails | Chromobox protein homolog 1 (Homo sapiens), P83916 | AlphaScreen HP1-beta / biotin-H3K9me3 peptide binding | Potency, µM (doses to about 114 µM), inactives show top-dose activity change, negative = inhibition, hits mostly inhibitors | 0.56% of 390,000 active; further: potency means the concentration at half of the fitted maximal effect; nearly all actives have a fitted effect of over 70% in size; inactives centre near 23
#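 AlphaScreen: HP1-beta (50 nM) preformed 30 min with biotin-H3(1-18)K9me3 peptide (50 nM) in PBS pH 7.4, 0.01% Tween-20. Compound added for 30 min at RT, then streptavidin donor/nickel chelate acceptor beads (10 ug/mL) for 30 min.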
# JMJD2A Tudor inh – qHTS Assay for Inhibitors of JMJD2A-Tudor Domain | AlphaScreen JMJD2A-Tudor / H3K4me3 peptide binding | Potency, µM (top dose mostly 114 µM), without a hit: top-dose activity change, negative = inhibition, most hits filed as inhibitors | 4.4% of 390,000 active | AID 504339, 2011; further: potency means the concentration at half of the fitted maximal effect; on the % scale 0 is the no-effect control and ±100 the full control effect; nearly all actives have a fitted effect of over 50% in size
# The depositor's hits bear a star; i = inactive; ? = inconclusive; . = not tested or not shown; [ ] = dose if it differs, or a comment. Unless noted, the call rests on the fitted dose curve; in most records, active means well fitted curve in the direction sought with a large enough effect; inconclusive means small, poorly fitted or top-dose-only effect, or another doubt; inactive means no such curve, though single readings can be large; an effect the other way counts as inactive or inconclusive.
SMILES,Pin1 inh,Tb PGK inh,GLS inhibitor,POLH inh,BAZ2B inh,G9a block,PI4K2A inh,HP1b binding inh,JMJD2A Tudor inh
Cc1c(C)c2cc(Cl)c(O)c(CN3CCCC(C)C3)c2oc1=O (centres undefined),-9%,i,-4%,-6%,-6%,-14%[59 µM],1,25%,-14%
O=C(OCc1c(F)cccc1Cl)c1cnccn1,-3%,-9%,7%,4%,-3%,-6%,2,15%,-16%
COC(=O)COc1ccc(S(=O)(=O)N2CCc3ccccc3C2)cc1,2%,-10%[11.5 µM],2%,-3%,0%,0%[59 µM],-2,40%[activator],5%
CC(=O)Nc1ccc(S(=O)(=O)NCC(CCC(=O)O)C(F)(F)F)cc1 (centres undefined),1%,i,0%,-7%,-13%,-1%,-3,-3%,16µM*
CCOC(=O)c1ccccc1N/C=C1\CCCCC1=O,0%,-4%,-9%,-2%,-29%,29%[12.7 µM],0,-3%,-29%
c1ccc(Cn2nnnc2CN2CCN(Cc3ccc4c(c3)OCO4)CC2)cc1,2%,11%,12%,-8%,-1%,-9%,3,18%,-24%
CC(C)N(C(=O)COC(=O)CNC(=O)c1ccc(Br)cc1)c1ccccc1,2%,-8%,5%,-14%,-9%,11%[59 µM],-3,20%,-10%[57.1 µM]
CCn1c2ccccc2c2cc(NC(=O)COC(=O)c3cc(S(=O)(=O)N4CCCCC4)ccc3Cl)ccc21,9%,-5%,9%,-6%,2%,-10%[59 µM],0,?,-13%
O=C1CSC(c2ccc(Cl)c(Cl)c2)N1c1nccs1 (centres undefined),-3%,-2%,16%,-16%,7%,-8%[12.7 µM],-1,68%[activator],26%
CC(NC(=O)CN(C)CC(=O)Nc1ccc(Cl)cc1)c1ccc(F)cc1 (centres undefined),3%,5%,6%,-4%,.,.,-1,19%,-6%
CCn1ccnc1CN1CCC(n2nccc2NC(=O)c2ccccc2OC)CC1,-15%,-4%,0%,-15%,-16%,?,-1,29%,-22%
CCCCCC(=O)Nc1ccc(S(=O)(=O)Nc2nccnc2OC)cc1,0%,-4%,20%,0%,-8%,18%[12.7 µM],3,6%,-17%
O=C(CCN1C(=O)c2ccccc2S1(=O)=O)NCc1ccc(F)cc1,-3%,-1%,-11%,-14%,5%,-23%[0.501 µM],7,41%[activator],-12%
Cc1cc(=O)[nH]c(-c2ccccc2OC(F)(F)F)n1,8%,-5%,-2%,4%,2%,.,-6,20%,-20%
O=C(CNCc1ccc(Cl)cc1)N1CCc2ccccc2C1,7%,i,-1%,-2%,?,-4%,10,-34%,22µM*
CCOC(=O)CN1C(=O)C(Sc2n[nH]c(-c3ccccc3)n2)CCc2ccccc21 (centres undefined),5%,-3%,-7%,-6%,-4%,4%,-3,21%,-20%
COc1ccc(NC(=O)c2cc3cc(C)ccc3n2C)c(OC)c1,3%,-3%,-25%,-8%,-33%,?,1,20%,-11%
O=C(NNC(=O)c1ccccc1F)c1ccc(Cl)c(S(=O)(=O)N2CCOCC2)c1,0%,-2%,16%,8%,-11%,-4%[2.33 µM],0,19%,-4%
CCCN(CC(=O)Nc1ccc(OC)c(OC)c1)CC(=O)Nc1ccc(F)c(F)c1F,0%,-5%,-7%,-17%,.,-21%,4,25%,-14%
COc1cccc(N(CC(=O)NC2CCCCCC2)S(=O)(=O)c2ccccc2)c1,-6%,-10%,1%,-20%,-2%,-1%,2,12%,-14%
O=C(O)CN1C(=O)c2ccc(Oc3cccc4c3C(=O)N(CC(=O)O)C4=O)cc2C1=O,-4%,-3%,-12%,79µM*,?,6%[2.33 µM],-5,18%,-17%
COC(=O)c1ccccc1NC(=O)CCn1c(=O)c2cccn2c2cccnc21,0%,-5%,5%,-11%,-9%,-4%[59 µM],-3,26%,-5%
O=C(CNS(=O)(=O)c1ccc(F)c(Cl)c1)NCCc1ccccc1,3%,0%,3%,2%,2%,-11%[0.501 µM],-2,47%[activator],-7%
O=C(NC(CO)C(=O)OCc1ccccc1)OCc1ccccc1 (centres undefined),1%,-11%,1%,-16%,0%,0%[0.501 µM],-3,21%,-14%
O=C(Nc1ccc(Cl)cc1C(=O)NCC1CCCO1)c1ccc(Cl)cc1Cl (centres undefined),1%,6%,1%,-9%,4%,-6%,-3,34%,-7%
CCSc1nnc(NC(=O)/C=C/c2ccco2)s1,14%,-3%,-1%,8%,-22%,-45%,-3,20%,-16%
O=C(Nc1ccc2nccnc2c1)c1cnccn1,-1%,1%,-4%,-5%,-2%,5%[59 µM],2,-9%,?
C[C@H](NC(=O)c1cc2c(cn1)[nH]c1ccccc12)C(=O)O,5%,2%,-22%,-19%,50µM*,1.4µM*,-4,28µM*,45µM*
Cc1cc(NC(=O)CN2C(=O)NC(C)(c3ccc(Cl)cc3Cl)C2=O)no1 (centres undefined),-9%,-3%,-3%,-13%,.,.,-4,-12%,-19%
Cc1ccc(-n2nc(CO)c(C(=O)NCc3cccs3)n2)cc1C,1%,-1%,5%,-1%,3%,10%[59 µM],-1,16%,-27%
CC(=O)c1c(N2CCOCC2)nc(=S)n(Cc2ccccc2)c1C,-3%,i,8%,-10%,-16%,?,2,35%,-12%
NC(=O)c1cc(-c2cccnc2)nc2ccc(Br)cc12,-3%,1%,3%,11%,4%,.,3,31%,-8%
CCOC(=O)c1ccc(N=c2scc(C)n2CC)cc1,1%,-4%,-4%,-11%,40µM*,22µM*,5,?,40µM*
COc1ccc(CN(C(=O)CN2C(=O)c3ccccc3S2(=O)=O)C(C(=O)NCC2CCCO2)c2ccco2)cc1 (centres undefined),0%,i,-10%,-17%,2%,-5%[59 µM],0,13%,-8%
O=C(O)c1ccccc1-c1nc2ccccc2c(=O)n1O,5%,5%,-4%,-6%,?,-32%,-1,38%,-2%
Cc1ccccc1Nc1nc(N)nc(COC(=O)c2ccc3c(c2)OCCO3)n1,.,2%,-1%,-22%,.,.,1,.,.
CC/C=C/C(=O)N1CC2(CC(c3cccc(NC(=O)COc4ccc(Cl)cc4)c3)=NO2)C[C@H]1C(N)=O (some centres undefined),1%,4%,-2%,-3%,?,17%[12.7 µM],0,23%,-19%
Cc1ccccc1C(=O)Nc1cccc(-c2nnc(SCC(=O)O)n2C)c1,-5%,-3%,-6%,-16%,?,?,-4,27%,-1%
CCCOc1ccccc1NC(=O)c1c(-c2ccccc2)noc1C,-4%,-8%,-2%,-15%,34%,5%[59 µM],0,124%[activator],50%[activator]
CCOc1c2ccc(C(=O)NCc3ccc(OC(F)(F)F)cc3)cc2nn1CC,0%,-1%,2%,-20%,10%[57.1 µM],-6%,4,24%,-23%
O=C(Nc1cc(=O)[nH]c2nc(-c3ccccc3)nn12)c1ccc(Cl)cc1,3%,i,2%,-13%,-1%,-10%,2,20%,11%
CC(Sc1nnc(C(C)N(C)C)n1-c1ccc(Cl)cc1)C(=O)Nc1ccc2c(c1)OCO2 (centres undefined),4%,6%,9%,-8%,?,17%[59 µM],4,29%,-19%
COc1cccc(Nc2nc3ccccc3c(=O)[nH]2)c1,2%,-1%,?,-21%,-8%,-4%,4,39%[activator],3%
Cc1cccc(NC(=O)CNC(=O)COc2cccnc2[N+](=O)[O-])c1C,1%,-7%,-2%,-12%,7%,-9%[2.33 µM],0,53%[activator],-10%
Cc1cc(C(=O)CN2C(=O)NC(CC(C)C)C2=O)c(C)n1C1CC1 (centres undefined),5%,9%,4%,-9%,.,.,-4,-3%[57 µM],-34%
CN1CCN(S(=O)(=O)c2ccc3c(c2)NC(=O)CS3)CC1,-5%,-8%,5%,3%,-3%,13%[0.501 µM],-4,2%[57 µM],-13%
COc1cc2c(cc1NCc1ccc3c(c1)OCO3)oc1ccccc12,0%,5%,4%,7%,32µM*,?,-2,?,?
O=C(NCc1ccccc1Cl)c1nnc(CS(=O)(=O)c2ccccc2)o1,29%,4%,1%,-16%,3%,18%,-5,19%,-9%
Cc1cn([C@H]2C[C@H](O)[C@@H](CNCc3ccc(C#CCCO)cc3)O2)c(=O)[nH]c1=O,.,13%,0%,-22%,.,.,-1,.,.
O=C(NC(=S)Nc1cccc(S(=O)(=O)NC2=NCCC2)c1)c1cc(-c2ccco2)nc2ccccc12,?,6%,-10%,?,?,40µM*,-18,?,-36%
O=C(O)c1cc(NS(=O)(=O)c2ccc(F)cc2)cc(NS(=O)(=O)c2ccc(F)cc2)c1,-4%,-12%,-2%,-13%,.,.,4,22%,4%
Cc1ccccc1C(=O)NC1CCN(CC(=O)NCc2ccc(F)cc2)CC1,3%,1%,2%,-1%,-3%,-24%,5,21%,-9%
CCCSc1ncc(Cl)c(C(=O)Nc2ccc(CC)cc2)n1,1%,.,7%,.,53%[activator],96%[activator][59 µM],1,63%[activator],50%[activator]

# The list is partial; rates above refer to the full screens.
